p53ts 39C tox = cytotoxicity in p53ts cells at nonpermissive temperature; H1299-p53A138V viability at 39C, ATP luminescence, 24 h; AID 902; 130,000 tested, 1.5% active; Potency, µM (top dose mostly 46.1 µM), without a hit: at the highest dose activity change, negative = cell killing, usual class: cytotoxic; also: nearly all actives have a fitted effect of over 55% in size
Imprint erasure = genomic imprint erasure induction | mouse ES Peg3-LacZ reporter, beta-gal luminescence, 40 h | Potency, µM (top dose mostly 60.7 µM), for inactives: at the highest dose activity change, positive = activation, hits mostly activators | 110,000 tested, 0.02% active;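 also: 0% = negative control wells on the plate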
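Gelatin-coated wells received 300 freshly trypsinized female ES cells with a Peg3LacZ-Neo reporter on the maternal allele, then incubated 40 hours at 37C. BetaGlo was added for 5 minutes at room temperature before a single luminescence read.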
p53ts 32C kill = cytotoxicity in p53ts cells at permissive temperature. 130,000 tested, 0.93% active. Potency, µM (doses to about 46.1 µM), without a hit: at the highest dose activity change, negative = cytotoxicity, hits mostly cytotoxic. H1299-p53A138V at 32C, ATP luminescence viability, 24 h;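 also: 0% = DMSO and -100% = full killing by reference compound; nearly all actives have a fitted effect of over 55% in size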
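H1299-p53 A138V cells (temperature-sensitive p53) exposed 24 h to up to 46 uM compound at 32C, where p53 is wild-type in conformation. Viability read as ATP luminescence and normalised to DMSO and 100 uM tamoxifen. AC50 fitted with the Hill equation.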
IkB signaling = inhibitors of IkB signaling in ABC-DLBCL cells; Potency, µM (titrated, usually from 57.1 µM), for inactives: at the highest dose IkBa stabilization activation; 110,000 tested, 0.04% active; ABC-DLBCL IkBa-CBG/CBR dual luciferase ratio, 4 h; response scale: scaled: untreated 0%, proteasome inhibitor 100%; AID 445; active = well fitted curve in the direction sought with a large enough effect in the signal ratio, not every such curve was filed as active; inconclusive = small, poorly fitted or top-dose-only effect, or a change in a side signal; the % refers to the signal ratio;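 also: the direction sought is a rising ratio; 0% = basal untreated cells and 100% = reference inhibitor full response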
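In this assay, an IκBα–CBG68 fusion accumulates when IKK-driven degradation is blocked; native CBR normalizes for cell number. OCI-Ly3 cells were treated 4 h with compound and doxycycline, then green and red light read after Chroma-Glo addition.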
An asterisk follows results filed as active; ? = inconclusive; . = not tested or not shown; [ ] = dose if it differs, or a comment. Unless noted, calls follow the shape of the dose curve; as a rule, active = well fitted curve in the direction sought with a large enough effect; inconclusive = small, poorly fitted or top-dose-only effect, or another doubt; inactive = no such curve, though single readings can be large; an effect the other way counts as inactive or inconclusive. Unless noted, % is scaled to controls: 0 for no effect and ±100 for the full control effect; potency is read from the fitted curve at half-maximal effect.

| compound | p53ts 39C tox | Imprint erasure | p53ts 32C kill | IkB signaling |
| --- | --- | --- | --- | --- |
| O=C(CS(=O)(=O)Cc1ccccc1)Nc1nc2c(s1)CCCC2 | 11% | -8% | 6% | -0.8% |
| CC(NC(=O)c1cccc(NC(=O)c2nsc3ccccc23)c1)c1ccccc1 (centres undefined) | ? | -18%[10.9 µM] | ? | 1.0% |
| COC(=O)[C@@H]1C(O)[C@@H](C(=O)OC)[C@H](C)N(C)[C@@H]1C (some centres undefined) | 11%[9.22 µM] | -9%[10.9 µM] | 6%[9.22 µM] | 0.5%[11.4 µM] |
| CC(=O)N1c2ccccc2C(=O)C1N1CCN(c2cccc(Cl)c2)CC1 (centres undefined) | -28% | -8%[10.9 µM] | -24% | ? |
| Cn1c(CNC(=O)CSc2n[nH]c(-c3ccccc3)n2)nc2ccccc21 | ? | -3%[10.9 µM] | -9% | ? |
| COCCCN1C(=O)c2[nH]nc(-c3ccccc3O)c2C1c1ccc(OC)cc1 (centres undefined) | 6% | -1%[10.9 µM] | 27% | -0.3% |
| Cc1cc(C)n2nc(CC(=O)NC3CCCCCCC3)nc2n1 | 17% | -10% | 5% | 0.2% |
| COC(=O)c1ccc(NC(=O)Cc2coc3cc(C)ccc23)cc1 | -16% | -3%[10.9 µM] | -4% | ? |
| COc1cccc(OC)c1C(=O)Nc1cc(Cl)ccc1N1CCOCC1 | -6% | -17% | 4% | 1.2% |
| Cc1c(CNC(=O)c2nn3c(c2Cl)NC(c2ccccc2)CC3C(F)(F)F)cnn1C (centres undefined) | -3% | -18% | 10% | 0.7% |
| Cc1cc(Nc2ccccc2)n(-c2ccccc2)n1 | 1% | 8% | -6% | 1.6% |
| CCN(CC)C(=O)Cn1c(=O)n(Cc2ccccc2Cl)c2c1c(=O)n(C)c(=O)n2C | 15% | -1% | 1% | 1.5% |
| COc1ccccc1C(=O)N1CCCN(C(=O)c2ccccc2OC)CC1 | -2% | 4% | 6% | -0.8% |
| Cc1ccc2c(=O)c(C(=O)c3ccccc3)cn(CC(=O)Nc3ccc(C)c(Cl)c3)c2n1 | -16% | 15%[10.9 µM] | -3% | -0.3% |
| NC(=O)c1ccccc1NC(=O)CCCN1C(=O)CCC1=O | 2% | -22% | 2% | -0.3% |

11 entries already listed, sorted by heavy-atom count, low to high.
| compound | p53ts 39C tox | Imprint erasure | p53ts 32C kill | IkB signaling |
| --- | --- | --- | --- | --- |
| COC(=O)[C@@H]1C(O)[C@@H](C(=O)OC)[C@H](C)N(C)[C@@H]1C (some centres undefined) | 11%[9.22 µM] | -9%[10.9 µM] | 6%[9.22 µM] | 0.5%[11.4 µM] |
| Cc1cc(Nc2ccccc2)n(-c2ccccc2)n1 | 1% | 8% | -6% | 1.6% |
| NC(=O)c1ccccc1NC(=O)CCCN1C(=O)CCC1=O | 2% | -22% | 2% | -0.3% |
| Cc1cc(C)n2nc(CC(=O)NC3CCCCCCC3)nc2n1 | 17% | -10% | 5% | 0.2% |
| COC(=O)c1ccc(NC(=O)Cc2coc3cc(C)ccc23)cc1 | -16% | -3%[10.9 µM] | -4% | ? |
| COc1cccc(OC)c1C(=O)Nc1cc(Cl)ccc1N1CCOCC1 | -6% | -17% | 4% | 1.2% |
| COc1ccccc1C(=O)N1CCCN(C(=O)c2ccccc2OC)CC1 | -2% | 4% | 6% | -0.8% |
| COCCCN1C(=O)c2[nH]nc(-c3ccccc3O)c2C1c1ccc(OC)cc1 (centres undefined) | 6% | -1%[10.9 µM] | 27% | -0.3% |
| CCN(CC)C(=O)Cn1c(=O)n(Cc2ccccc2Cl)c2c1c(=O)n(C)c(=O)n2C | 15% | -1% | 1% | 1.5% |
| Cc1c(CNC(=O)c2nn3c(c2Cl)NC(c2ccccc2)CC3C(F)(F)F)cnn1C (centres undefined) | -3% | -18% | 10% | 0.7% |
| Cc1ccc2c(=O)c(C(=O)c3ccccc3)cn(CC(=O)Nc3ccc(C)c(Cl)c3)c2n1 | -16% | 15%[10.9 µM] | -3% | -0.3% |

Next part.
| compound | p53ts 39C tox | Imprint erasure | p53ts 32C kill | IkB signaling |
| --- | --- | --- | --- | --- |
| CCOc1ccc(NC(=O)CSc2nnc(-c3ccccc3)n2N)cc1 | -1% | -11% | -12% | 0.4% |
| O=C1[C@H]2[C@H]3[C@H](O)[C@H](O)C/C(=N/OCc4ccccc4)[C@H]3CC[C@@H]2C(=O)N1c1cccc(Oc2ccccc2)c1 | -1%[9.22 µM] | . | 0%[9.22 µM] | . |
| Cn1c(SCc2ccc(F)cc2)nc2ccc(C(=O)NCc3ccc(Cl)cc3)cc21 | -12% | -16%[10.9 µM] | 20% | 0.2% |
| Cc1ccc(C)c(OCc2nc(-c3cccnc3)no2)c1 | -1% | . | -2% | . |
| COc1cc(NC(=O)c2cn(C3CCCC3)c(=O)c3c2c2ccccc2n3C)cc(OC)c1OC | -23% | -3%[10.9 µM] | -4% | ? |
| CCNC(=O)N1CCNC(=O)C1CC(=O)OC (centres undefined) | 15% | 4% | 8% | 3.6% |
| O=c1cc(-c2ccc(O)cc2O)oc2ccccc12 | -13% | -17% | -12% | 0.3%[11.4 µM] |
| O=C(NCCS(=O)(=O)N1CCN(c2ccccc2)CC1)C1CC(=O)N(c2ccc(F)cc2)C1 (centres undefined) | 7% | -17%[10.9 µM] | 13% | 1.2% |
| CCCCn1c(CN2CCN(c3cccc(Cl)c3)CC2)nc2c1c(=O)n(C)c(=O)n2C | 9% | -12% | 0% | 1.5% |
| O=c1cc(N2CCOCC2)[nH]c(=O)n1-c1ccc(Cl)cc1 | 6% | 4% | -4% | -1.2% |
| CC(=O)Nc1nc2n(n1)C(c1ccccc1)C=C(c1ccccc1)N2 (centres undefined) | 16% | -14% | -2% | -0.5% |
| CC(=O)N1CCn2c3c(c(=O)c4cc(C)ccc42)CCC31 (centres undefined) | -1% | -15% | -1% | -2.2% |
| O=C(OCCN1CCCCC1)c1ccc(O)cc1 | 2% | -6% | 0% | 0.1% |
| CCOc1ccc(C(=O)Nc2cc(-c3nc4ccccc4s3)ccc2OC)cc1 | 22% | -16%[10.9 µM] | 18% | -2.0% |
| COc1ccccc1NC(=O)N1CCOc2ccccc21 | 7% | -17%[10.9 µM] | 4% | ? |

(listing goes on)
Letter code – A = p53ts 39C tox; B = Imprint erasure; C = p53ts 32C kill; D = IkB signaling
> CCn1c(=O)cc(OCC(=O)N2CCN(c3ccc(F)cc3)CC2)c2ccccc21
  A: ?; B: 13%[10.9 µM]; C: -7%; D: 5.1%

> CCOC(=O)c1c(S(=O)(=O)N2CCC(C(=O)Nc3ccc(C)cn3)CC2)c(C)n(C)c1C
  A: -16%; B: -17%[10.9 µM]; C: 14%; D: 0.9%

> COC(=O)c1ccc(OC(=O)C2CC(=O)N(c3ccc(C)cc3C)C2)cc1 (centres undefined)
  A: 1%; B: 9%; C: 4%; D: 2.3%

> Fc1ccccc1-n1ncc2c1ncn1nc(COc3ccc(Cl)cc3)nc21
  A: 4%; B: -9%[10.9 µM]; C: 7%; D: -0.8%

> COc1ccc(CNC(=O)CSc2n[nH]c(-c3ccc(OC)cc3)n2)cc1
  A: -17%; B: -6%[10.9 µM]; C: 2%; D: 1.2%

> CCOC(=O)C1C(=O)NC(N2CCOCC2)=NC1C(C)C (centres undefined)
  A: 0%; B: 4%; C: 2%; D: 1.0%

> CCOc1cc(C(=O)O)cc(Cl)c1OC
  A: 18%; B: .; C: 7%; D: .

> CCOc1ccccc1C(=O)Nc1nccs1
  A: 1%; B: -5%; C: 2%; D: -0.9%

> CC(NC(=O)CN1CCC(C(N)=O)CC1)c1ccccc1 (centres undefined)
  A: -6%; B: -9%; C: -6%; D: -0.3%

> CCOC(=O)c1cccnc1SC(CC)C(=O)N1CCOCC1 (centres undefined)
  A: -2%; B: -6%; C: 3%; D: -0.2%

> CN1CCN(C(CNS(=O)(=O)c2ccc(Cl)cc2)c2cccnc2)CC1 (centres undefined)
  A: -5%; B: -15%; C: -5%; D: 1.6%

> COC(=O)c1cc2occc2n1CC(=O)Nc1cccc(SC)c1
  A: -30%; B: -6%[10.9 µM]; C: 0%; D: 1.0%

> Cc1cc(C)c(S(=O)(=O)Nc2ccccc2C(F)(F)F)c(C)c1
  A: 14%; B: -9%; C: 2%; D: ?

> CCn1cc(-c2cc(C(F)(F)F)n3nc(C(=O)O)cc3n2)c(C)n1
  A: -5%; B: -6%; C: -14%; D: 1.2%

> CNC(=O)C1CCN(c2nc3ccccc3nc2C(F)(F)F)CC1
  A: -13%; B: 10%[10.9 µM]; C: -5%; D: -2.4%

> COC(=O)c1ccccc1NC(=O)CSc1nnnn1C1CCCCC1
  A: ?; B: -58%[inhibitor]; C: ?; D: 0.4%

> CN(C(=O)CSc1nc(-c2ccccc2)no1)c1ccc(F)cc1
  A: 8%; B: -10%[10.9 µM]; C: 6%; D: ?

> CCOc1cc(-c2noc(CCC(=O)Nc3cccnc3)n2)ccc1OC
  A: -5%; B: -12%; C: 3%; D: -0.3%

> COc1ccc(N(CC(=O)NCCc2ccc(Cl)cc2)S(=O)(=O)c2c(C)nn(C)c2C)cc1
  A: 23%; B: 16%[10.9 µM]; C: 16%; D: ?

> CCOc1ccccc1N(CC(=O)NC1CCCCC1)C(=O)CNC(=O)c1ccco1
  A: 14%; B: .; C: 10%; D: .

> CC(NS(=O)(=O)c1ccc(CCC(=O)NCC2CCCO2)cc1)c1ccccc1 (centres undefined)
  A: 1%; B: .; C: -5%; D: .

> CCOC(=O)c1c(CN2CCCCC2)n(C)c2cc(Br)c(OC)cc12
  A: 0%; B: -14%; C: -2%; D: -0.3%

> COc1ccc(NC(=O)C2CCN(c3nc(C)cc(C)n3)CC2)cc1
  A: 24%; B: .; C: -4%; D: .

> CCOc1ccccc1NC(=O)CN1C(=O)COc2ccc(S(=O)(=O)N3CCOCC3)cc21
  A: -14%; B: -12%[10.9 µM]; C: 7%; D: ?

> Cc1cn(C2OC(COC(=O)c3ccccc3)C(OC(=O)c3ccccc3)C2OC(=O)c2ccccc2)c(=O)[nH]c1=O (centres undefined)
  A: -5%; B: .; C: -16%; D: .

> COc1cc(OC)cc(-c2nc3nc(C)c(CCC(=O)Nc4cc(F)ccc4F)c(C)n3n2)c1
  A: -14%; B: ?; C: 1%; D: ?

> CC(=O)N1CCC[C@@]2(CCN(Cc3cc(C(F)(F)F)cc(C(F)(F)F)c3)C2)C1
  A: 10%; B: .; C: -17%; D: -3.2%[11.4 µM]

> O=C(Nc1nc2ccc(S(=O)(=O)N3CCCC3)cc2s1)C1CCCCC1
  A: -4%; B: -25%; C: 4%; D: 1.2%

> CCc1nc2cc(C)nn2c2nc3ccccc3n12
  A: 6%; B: -9%; C: -5%; D: 0.0%

> Cc1cccc(N2C(=O)CC(N3CCN(c4cccc(C(F)(F)F)c4)CC3)C2=O)c1 (centres undefined)
  A: -5%; B: -12%; C: -9%; D: -0.2%

> Cc1cc(NC(=O)CCC(=O)N(CC(=O)NC2CCCC2)c2ccc3c(c2)OCCO3)no1
  A: -1%; B: 2%; C: 3%; D: 0.3%

> CCNC(=O)CC1C(=O)N(c2ccc(F)cc2)C(=O)N1CCc1ccc(OC)cc1 (centres undefined)
  A: 5%; B: -11%; C: 19%; D: -0.6%

> COc1ccccc1-c1nccc(NCc2cccnc2)n1
  A: 0%; B: -16%; C: 2%; D: -0.4%[11.4 µM]

High-throughput results (PubChem BioAssay)
